Screening results from PubChem.
WRN helicase inh: inhibitors of human WRN helicase | Q14191 | AID 651768 | actives 0.46% (n = 360,000) | Potency, µM (highest dose often 114 µM), without a hit: at the top dose activity change, negative = inhibition, most hits filed as inhibitors | WRN helicase unwinding, fluorescent forked duplex, kinetic; also: potency is read from the fitted curve at half-maximal effect; % is scaled to controls: 0 for no effect and ±100 for the full control effect; nearly all actives have a fitted effect of over 55% in size
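Kinetic red-fluorescence monitoring (525/598 nm) tracks WRN helicase activity after 100 nM fluorophore-quencher forked duplex and 2 mM ATP are added to 20 nM enzyme pretreated 15 min at room temperature with compound.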
FUS suppressor: suppressors of FUS proteinopathy in yeast; S. cerevisiae FUS-expressing, growth rescue, OD600, 24 h; Potency, µM (series often up to 76.6 µM), without a hit: at the top dose growth rescue (activation), most hits filed as activators; actives 0.24% (n = 390,000);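 also: potency is read from the fitted curve at half-maximal effect; plate controls were DMSO vehicle for no effect and reference control for full effect; nearly all actives have a fitted effect of over 55% in size; some results filed as inactive show a strong effect at the top dose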
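Cultures pregrown in 2.5% raffinose medium are shifted to minimal medium containing 2% galactose to express toxic FUS. Compounds are tested at several concentrations. After 24hr at 30C, growth is quantified at 600 nm absorbance.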
PLK1 PBD block: inhibitors of human PLK1 polo-box domain binding; Potency, µM, for the others: max response, negative = inhibition, actives largely listed as inhibitors; actives 2.8% (n = 360,000); Plk1 PBD binding of FITC phosphopeptide, fluorescence polarization; also: potency is read from the fitted curve at half-maximal effect; series mostly up to about 57 µM; % is scaled to controls: 0 for no effect and ±100 for the full control effect; nearly all actives have a fitted effect of over 65% in size
Target sequence (P53350 whole entry, looked up, the tested form may be a part): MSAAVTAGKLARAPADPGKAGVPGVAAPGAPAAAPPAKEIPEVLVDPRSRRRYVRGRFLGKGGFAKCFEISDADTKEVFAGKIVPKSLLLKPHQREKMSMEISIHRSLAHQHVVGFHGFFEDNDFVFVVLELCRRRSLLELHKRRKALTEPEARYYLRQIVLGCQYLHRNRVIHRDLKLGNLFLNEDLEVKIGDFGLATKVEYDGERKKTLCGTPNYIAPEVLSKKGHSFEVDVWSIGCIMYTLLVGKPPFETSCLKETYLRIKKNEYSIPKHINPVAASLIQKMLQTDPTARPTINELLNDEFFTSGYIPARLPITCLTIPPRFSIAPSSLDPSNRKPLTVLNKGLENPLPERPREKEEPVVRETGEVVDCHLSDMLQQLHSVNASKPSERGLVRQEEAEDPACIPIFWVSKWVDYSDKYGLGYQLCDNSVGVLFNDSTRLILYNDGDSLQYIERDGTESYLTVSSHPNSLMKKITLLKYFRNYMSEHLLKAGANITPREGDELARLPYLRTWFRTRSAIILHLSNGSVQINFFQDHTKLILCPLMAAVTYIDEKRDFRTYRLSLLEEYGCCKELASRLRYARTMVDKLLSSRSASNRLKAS
Abeta yeast res: restores growth of yeast expressing A-beta42 peptide | yeast expressing A-beta42, growth rescue, OD600, 48 h; response scale: 0% DMSO, 100% iron-clioquinol control | Potency, µM (doses to about 46.1 µM), for inactives: top-dose growth rescue, usual class: activators | AID 1347071 | actives 0.063% (n = 410,000); also: potency is read from the fitted curve at half-maximal effect; nearly all actives have a fitted effect of over 55% in size
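Yeast A-beta toxicity model in growth medium with pinned compounds, 48 h at 30 C; growth read as absorbance at 600 nm. Normalized to FeCl3/clioquinol equimolar mix (positive) and DMSO (negative).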
IL-2 act: activators of IL-2; IL-2 activation reporter assay, cell-based qHTS; stimulated with anti-CD3/CD4/CD28 beads; in transgenic mouse T cells; activation, % (series mostly up to about 46 µM); actives 0.065% (n = 360,000); AID 652025; in the data active = activation above about 50%; inconclusive = mostly about 30% to 49%; also: 0% is about no effect
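EGFP and DsRed fluorescence is measured by plate cytometry in unstimulated transgenic mouse T cells exposed to compound for 60 minutes, then stimulated 18 hours at 37 degrees C with anti-CD3/anti-CD4 beads plus anti-CD28.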
PI5P4Ka inh: blocks human PI5P4K alpha kinase activity. PI5P4Kalpha enzyme, ADP-Glo luminescence, 60 min; active compounds read low. max response, %. actives 1.2% (n = 330,000). AID 652105; active = max response of -50% or lower; inconclusive = between -30% and -50%; inactive = -30% or higher; also: value at the top dose of about 77 µM; % is scaled to controls: 0 for no effect and ±100 for the full control effect
Target sequence (P48426 whole entry, looked up): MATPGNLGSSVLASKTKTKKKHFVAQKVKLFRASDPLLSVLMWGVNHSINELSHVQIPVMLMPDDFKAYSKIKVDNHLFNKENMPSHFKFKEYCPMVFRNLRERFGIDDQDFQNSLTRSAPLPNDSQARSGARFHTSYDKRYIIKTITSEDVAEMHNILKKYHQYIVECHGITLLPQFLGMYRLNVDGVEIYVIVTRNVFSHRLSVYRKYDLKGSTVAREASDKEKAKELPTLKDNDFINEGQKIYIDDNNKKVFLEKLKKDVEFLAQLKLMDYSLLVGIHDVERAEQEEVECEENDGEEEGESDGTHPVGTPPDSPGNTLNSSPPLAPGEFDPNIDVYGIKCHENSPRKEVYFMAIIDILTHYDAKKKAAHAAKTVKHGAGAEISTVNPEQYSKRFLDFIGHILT
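Single end-point luminescence (ADP-Glo) quantified ADP from PI5P4Kalpha turnover; ATP 5 microM final, 1 h at RT, 0.1% CHAPS and 0.28 mM EGTA in HEPES pH 7.4.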
EPAC1 agonist: agonists of human EPAC1; EPAC1 agonist qHTS, biochemical assay; response scale: 100% = response to 6.5 mM cAMP; Potency, µM (highest dose often 154 µM), without a hit: at the top dose activation, usual class: activators; actives 0.073% (n = 360,000); also: potency is read from the fitted curve at half-maximal effect; nearly all actives have a fitted effect of over 60% in size
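Compounds were pinned as a concentration titration into mixtures of EPAC1 (100 nM), BODIPY-GDP-loaded Rap1B (250 nM) and GDP (50 uM). After 5 min at room temperature, fluorescence was followed for 30 min; activity was scaled to 6.5 mM cAMP.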
EPAC1 antagonist: blocks human EPAC1 exchange factor | O95398 | EPAC1 GEF assay, Rap1b-BODIPY-GDP exchange fluorescence | Potency, µM (series often up to 115 µM), for inactives: at the top dose activity change, negative = inhibition, actives largely listed as inhibitors | actives 0.14% (n = 360,000) | AID 720709;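 also: potency is read from the fitted curve at half-maximal effect; plate controls were vehicle for no effect and positive control for full effect; nearly all actives have a fitted effect of over 50% in size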
* hit, by the source's call; ? = inconclusive; / = not tested or not shown; & = joins results of further samples; [ ] = remark or other dose. Unless noted, calls follow the shape of the dose curve; as a rule, active = well fitted curve in the direction sought with a large enough effect; inconclusive = small, poorly fitted or top-dose-only effect, or another doubt; inactive = no such curve, though single readings can be large; an effect the other way counts as inactive or inconclusive. No enrichment for hits; about 4.1% have a hit in one of these screens.

SMILES	WRN helicase inh	FUS suppressor	PLK1 PBD block	Abeta yeast res	IL-2 act	PI5P4Ka inh	EPAC1 agonist	EPAC1 antagonist
CC(OC(=O)c1ccc(F)c(S(=O)(=O)N2CCOCC2)c1)C(=O)NCC1CCCCC1 (stereo not given)	6%	5%	-25%	-19%	-0.4	-1	-3%	-12%
CC1CCN(S(=O)(=O)c2ccc(NC(=O)CCN3C(=O)c4ccccc4C3=O)cc2)CC1	-15%	?	-6%	22%	0.4	/	-1%	-12%
CCOC(=O)C(/C=N/c1cc(C)nn1-c1ccccc1)=C(\C)O	4%	13%	-1%	13%	0.2	-2	7%	-9%
O=C(Cn1cnc2ccccc2c1=O)c1ccc2ccccc2c1	4%	23%	-11%	2%	-0.3	7	7%	12%
Cc1nc2c3ccccc3nc(SCC(=O)c3ccc(Cl)cc3)n2n1	-1%	/	-5%	-3%	-2.4	4	1%	0%
Cc1ccc(C)c(N2CCN(C(=O)c3ccccc3Br)CC2)c1	-6%	51%	-13%	-14%	-0.4	0	8%	-4%
O=C(CCN1CCN(S(=O)(=O)c2ccc(Cl)cc2)CC1)Nc1ccc(F)cc1	5%	5%	-4%	-17%	-2.4	-10	2%	12%
Cc1nc2sc3c(c2c(=O)[nH]1)CCCC3	3%	-6%	-11%	-26%	-4.1	-7	9%	-9%
CCCCP(=O)(c1ccccn1)c1ccccn1	-5%	18%	-2%	0%	-0.4	/	7%	-11%
COC(=O)c1ccc(C(=O)OC)c(NC(=S)N2CCN(C)CC2)c1	1%[57.1 µM]	5%	-8%	2%	0.1	-2	2%	-18%
O=S(=O)(Nc1nc2ccccc2nc1Nc1ccc2c(c1)OCO2)c1ccc(F)cc1	-10%[57.1 µM]	2%	?	7%	22	9	-4%	8%
CCc1nnc(NC(=O)NC(C)(C)C)s1	7%	2%	-2%	-11%	-0.2	10	-10%	4%
COC(=O)c1cc(S(=O)(=O)NCCN2CCN(c3ccccc3F)CC2)c[nH]1	0%	-24%	21µM*	4%	-1.9	1	10%	-7%
O/N=C/c1ccc(-c2ccccc2OC(F)(F)F)o1	-6%	8%	2%	2%	-2.0	3	-9%	-6%
CC(=O)Nc1ccc(S(=O)(=O)c2ccc(C)cc2)cc1	-2%	15%	7%	8%	0.5	0	-2%	1%
CC1(C(=O)NCc2ccccn2)CCN1C(=O)Cc1ccc(Cl)cc1Cl (stereo not given)	8%[57.1 µM]	-22%	-3%	1%	-0.7	1	1%	-1%
CCCS(=O)(=O)NC(=O)C1(C)CCCN(C(=O)c2cc3ccccc3s2)C1 (stereo not given)	1%	-29%	0%	12%	1.3	5	-5%	-22%
CS(=O)(=O)Nc1nnc(CCc2ccccc2)s1	-1%	-32%	-1%	-2%	-1.6	3	6%	-6%
COc1ccc(CN2C(=O)c3ccccc3C2=O)cc1C(=O)N(C)CC(=O)Nc1c(C)cccc1C	4%	11%	3%	-1%	0.2	0	2%	8%
COC(=O)c1nc(NC(=S)NC(=O)c2cccs2)sc1C	-3%	28%	?	0%	2.8	-8	-4%	-18%
Fc1ccc(Cn2nnc(-c3ccc(CN4CCOCC4)cc3)n2)cc1	5%	-5%	-11%	-10%	0.9	-1	-3%	-14%
CN(C)/C=C/C(=O)c1ccc(Cl)s1	-4%	10%	-3%	-63%[inhibitor]	0.9	-22	-4%	-14%
O=C/C(=C\Nc1ccc(Cl)cn1)c1nc2cc(Cl)ccc2o1	-3%	-1%	-5%	4%	0.4	-4	3%	-10%
CCCc1nnc(SCC(=O)N2CCCCC2C)n1CCOC (stereo not given)	-6%	-20%	-9%	-9%	0.7	-8	-4%	18%
Cn1cccc1Cc1nnc(SCC(=O)N2CCOCC2)n1-c1ccc(F)cc1	4%	1%	-12%	8%	1.2	-3	10%	5%
COc1ccccc1-c1sc2ccccc2c1C#Cc1ccc(N(C)C)cc1	4%	25%	-14%	0%	-0.3	22	1%	3%
Nc1nc2nc(-c3ccc(OCc4ccccc4)cc3)cc(C(F)(F)F)n2n1	5%	19%	-8%	7%	-2.3	/	9%	8%
CCOc1ccc(S(=O)(=O)Nc2cc(OC)c(OC)cc2C(=O)O)cc1	-8%	11%	-20%	3%	1.6	1	2%	-16%
CCOc1cccc(C(=O)Nc2ccc(NC(=O)c3ccccc3)c(C)c2)c1	1%	-9%	6%	-6%	-2.5	0	-7%	0%
CCOC(=O)c1sc2nc(N3CCOCC3)c3c(c2c1N)CCN(Cc1ccccc1)C3	-5%	35%	-5%	-3%	1.0	-1	1%	-1%
O=C(CSC1=NCCS1)Nc1nc2c(s1)CCCC2	-28%	29%	?	0%	-0.7	?	8%	-11%
Cc1ccc(OCCC(=O)OCC(=O)NC(=O)c2ccccc2)cc1	0%	17%	-3%	-13%	-1.5	2	-10%	-4%
C#CCOCCOCCOCCNc1nc(N2CCN(C(=O)[C@H]([C@@H](C)O)n3cc(CCCCN)nn3)CC2)nc(N2CCN(C(=O)[C@H]([C@@H](C)CC)n3cc(CCCN=C(N)N)nn3)CC2)n1	-1%	-1%	-4%	-9%	0.9	1	-13%	-11%
COc1ccc2sc(/C=C/c3ccccc3O)[n+](C)c2c1	?	24%	114%[activator]	-43%[inhibitor]	2.9	-20	10%	-3%
COc1cccc(C(=O)N(Cc2ccccc2)Cc2cc3cc4c(cc3[nH]c2=O)OCCO4)c1	-10%	-3%	-9%	-3%	-1.8	/	-9%	-6%
Cc1cc(C(=O)Nc2ccc(C)c(C)c2)n(-c2ccccc2)n1	0%	17%	4%	-6%	-3.3	-5	-3%	9%
O=C(CSc1nnc(-c2ccoc2)o1)N1CCOCC1	0%	0%	-7%	-3%	-2.7	1	2%	-15%
CCC(C)NCCCOc1cc(Cl)ccc1Cl (stereo not given)	4%	3%	-7%	5%	-3.2	1	2%	15%
CC(C)(C)c1ccc(CC(=O)N2CCC2(C)C(=O)NS(=O)(=O)c2cccs2)cc1 (stereo not given)	5%	-4%	-3%	-10%	0.5	1	3%	-21%
Cc1ccc(S(=O)(=O)N(CC(=O)O)Cc2ccccc2F)cc1	-5%	6%	4%	15%	-2.5	/	5%	-20%
O=C(CNc1ccccc1)Nc1cccc2ccccc12	-21%	2%	-3%	37%	0.0	10	3%	-3%
COc1cc2c(cc1/C=C/C(=O)O)OC(C)C2 (stereo not given)	2%	-21%	1%	-5%	-1.5	-2	8%	-4%
COC(=O)/C(C#N)=C/c1c(Oc2cc(C)cc(C)c2)nc2c(C)cccn2c1=O	-25%	/	-10%	-14%	-3.0	0	4%	3%
CCOc1ccc(-c2cccc(NC(=O)c3ccco3)c2)nn1	6%	14%	-6%	0%	3.7	-16	?	4%
Clc1ccc(-n2nnnc2-c2ccccc2)cc1Cl	-2%	20%	-14%	-21%	-1.1	/	9%	2%
CCc1ccccc1NC(=O)c1ccc2c(c1)CCN2S(C)(=O)=O	-3%	3%&0%	2%	0%&-11%	1.2	0	-1%	10%
Cc1cccc(N2C(=O)CS/C2=N\NC(=O)c2cccnc2)c1C	-2%[57.1 µM]	-5%	-10%	-4%	1.9	5	15%	-8%
Cc1ccc(C(=O)NCCN(C)C)cc1C	-1%	-12%	-1%	14%	-3.6	0	-3%	10%

Only PLK1 PBD block, WRN helicase inh and FUS suppressor, for some of the entries so far:
Structure | PLK1 PBD block | WRN helicase inh | FUS suppressor
CC(C)(C)c1ccc(CC(=O)N2CCC2(C)C(=O)NS(=O)(=O)c2cccs2)cc1 (stereo not given) | -3% | 5% | -4%
Cc1ccc(S(=O)(=O)N(CC(=O)O)Cc2ccccc2F)cc1 | 4% | -5% | 6%
O=C(CNc1ccccc1)Nc1cccc2ccccc12 | -3% | -21% | 2%

Next part
SMILES	WRN helicase inh	FUS suppressor	PLK1 PBD block	Abeta yeast res	IL-2 act	PI5P4Ka inh	EPAC1 agonist	EPAC1 antagonist
COc1ccc(OC)c(NC(=O)CSc2nc(N3CCOCC3)nc(N3CCOCC3)n2)c1	-14%	/	2%	-6%	-5.2	-3	1%	-6%
O=[N+]([O-])c1cccc(S(=O)(=O)/N=C(/Nc2ccccc2)c2ccccc2)c1	-14%	/	-3%	8%	-3.1	3	7%	-14%
CN(Cc1ccccc1)C(=O)CN1C(=O)NC(C)(c2ccc(Cl)cc2)C1=O (stereo not given)	0%	6%	-4%	12%	-2.0	5	6%	7%
CCOC(=O)C1=CCN(S(=O)(=O)c2cccc(Cl)c2)C1c1ccc(F)cc1 (stereo not given)	-5%	19%	2%	6%	-0.4	14	-4%	-11%
Cc1cnc(NC(=O)c2cc3c(C)nn(-c4ccccc4)c3s2)s1	-5%	28%	-8%	12%	-4.4	/	14%	9%
COc1ccc([C@H]2/C=C\CN(S(C)(=O)=O)[C@@H](C)C(=O)N2Cc2ccc(F)cc2)cc1	-2%	-5%	-17%	7%	2.3	-3	2%	-2%
CCC(=O)Nc1ccc2c(c1)ncn2-c1ccc(OC)cc1	16%	9%	-2%	9%	-3.0	-3	-3%	-1%
COc1ccc(-c2[nH]ncc2/C=N\NC(=O)c2cccs2)cc1OC	6%	11%	-3%	-6%	-1.5	-16	-3%	14%
CCOc1ccc(S(=O)(=O)NCCC(=O)Nc2nnc(C)s2)cc1	-2%[57.1 µM]	-19%	-7%	-15%	0.8	-1	5%	0%
CSc1nc(S(=O)(=O)c2ccccc2)c(Cl)s1	-4%	-7%	-10%	-1%	-2.5	8	-1%	1%
COc1ccc2c3c(cccc13)OC2=O	2%	2%	-13%	-14%	-0.5	-9	5%	-1%
CC1(C)CC(=O)CC(C)(C)N1OC(=O)c1ccco1	3%	17%	?	10%	1.5	3	3%	-6%
COCCOC(=O)/C(=C\c1cc(C(C)(C)C)c(O)c(C(C)(C)C)c1)C(C)=O	-18%	42%	-10%	2%	0.2	-2	1%	-21%
Cc1noc(C)c1S(=O)(=O)NC(=O)C1(C)CCN1C(=O)C1(c2ccc(Cl)cc2)CC1 (stereo not given)	3%	3%	3%	-1%	0.0	-6	-13%	2%
Cn1nc([N+](=O)[O-])nc1Sc1ccc(C(C)(C)C)cc1	-9%	/	-9%	-27%	-4.6	9	-3%	?
COc1ccc(C(NC(=O)C(C)C)c2ccc3cccnc3c2O)cc1 (stereo not given)	-31%	17%	-12%	3%	-4.6	1	4%	-29%
CCOc1ccc(C(=O)N/N=C/c2cc([N+](=O)[O-])cs2)cc1	-4%[11.6 µM]	?	-22%	6%	-0.1	2	8%	-11%
